SDO1 yeast rescue – restores growth of sdo1-depleted yeast | S. cerevisiae sdo1-depleted JHY4D growth rescue, OD600 30 h; active compounds read high; pdr5 snq2 efflux-pump mutant strain | z-score at 10 µM | 0.21% of 140,000 active | AID 817;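 active = z-score above 3 at both the 24 hr and the 30 hr optical density reads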;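 also: z-score against mean and SD of all compound wells on the same plate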
Insulin prom inh – TRM-6 insulin promoter activity inhibition; TRM-6 cells (human fetal islet line), insulin promoter-eGFP reporter, imaging; reporter expression induced with tamoxifen; inhibition, % at 2 µM; 0.9% of 130,000 active;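 active = inhibition above the mean plus 3 SD, with well images judged a real hit on visual review, cut at about 60% in these data, passing the limit was not always enough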
SDO1 yeast rescue Rescue 24 h – also measured in SDO1 yeast rescue; calls as there; z-score; S. cerevisiae sdo1-depleted JHY4D growth rescue, OD600; measured here: growth rescue at 24 h;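 0 is the plate mean of compound wells and units are plate SD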
Active calls of the source: *; x = not tested or not shown; [ ] = dose if it differs, or a comment.

mol | SDO1 yeast rescue | SDO1 yeast rescue Rescue 24 h | Insulin prom inh
Cc1cc(C(F)(F)F)c(C#N)c(SCC(=O)NC(C)(C)C)n1 | 0.33 | 0.22 | x
Cc1nc(NC(=O)COC(=O)CCc2nc3ccccc3s2)c(Cl)cc1Cl | 0.25 | -1.16 | x
O=[N+]([O-])c1ccc(S(=O)(=O)N2CCN(Cc3c[nH]c4ccccc34)CC2)cc1 | 0.28 | 1.12 | x
CC1(C)CC(=O)C=C(Nc2ccccc2O)C1 | 0.2 | 0.22 | 8.3
Fc1ccc2[nH]c3c(N4CCN(c5ccccc5)CC4)ncnc3c2c1 | -2.63 | -1.64 | 18.8
CC(=O)N1CCN(CC(=O)Nc2ccccc2Sc2ccc(Cl)cc2)CC1 | -0.97 | -1.52 | -7.1
O=C(NCc1cccs1)C1CCCN(c2nc3ccccc3o2)C1 (stereo not given) | -0.02 | -0.02 | -84.6
C=CCNc1nc(-c2ccccn2)nnc1-c1ccccc1 | -0.8 | 0.03 | 8.3
COCC(=O)Nc1nc(-c2ccccc2)ns1 | 1.26 | 1.49 | 37.9
CCn1c(CSc2nnc(-c3ccoc3C)n2C)nc2cc(S(=O)(=O)N(C)C)ccc21 | 0.86[8.2 µM] | 0.58 | x
C/C(=N\NC(=O)c1nn(C)cc1Cl)c1ccncc1 | 0.95 | 1.1 | -79.3
O=C(c1cccs1)n1nc(-c2ccco2)nc1SCc1ccccc1 | -0.72 | -0.13 | 58.6
CCCCCOC(=O)Cn1c(N2CCOCC2)nc2c1c(=O)[nH]c(=O)n2C | -0.57 | -0.19 | -21.4
CC(C)CCOc1cccc(OCC(=O)O)c1 | x | x | 13.5
CCOC(=O)CN(C(=O)CSc1nnc(C)n1-c1ccccc1)c1cccc([N+](=O)[O-])c1 | 1.94 | 1.81 | 14.3
COCCSc1ccccc1C(=O)NCCCn1ccnc1 | -0.13 | 0.61 | 30.4
CCC(C)(C)C1CCC2(CC1)NC(CO)(CO)CO2 (stereo not given) | 0.86 | 0.66 | x
CC(C)OCCCNc1ncnc2c1cnn2-c1ccccc1 | -0.16[6.4 µM] | 0.13 | x
Cc1ccc2c(c1)NCC(C(=O)NC1CCC(C)CC1)O2 (stereo not given) | -0.03 | -0.12 | -5.0
COC(=O)C1=C(C)NC(=O)NC1c1cn(-c2ccccc2)nc1-c1cccs1 (stereo not given) | 0.01 | -0.29 | -6.2
Cc1cc(C)nc(N2CCCC(C(=O)Nc3ccc4c(c3)OCCO4)C2)n1 (stereo not given) | -2.22 | -1.31 | -22.2
Cc1ccc(/C(O)=C2/C(=O)C(=O)N(CCCn3ccnc3)C2c2ccccn2)cc1 (stereo not given) | 0.64 | -0.07 | 20.8
O=C(CS(=O)(=O)c1cn(CC(=O)N2CCOCC2)c2ccccc12)Nc1ccccc1 | x | x | 22.2
Cn1cc(CN(CCCN2CCOCC2)C(=S)Nc2cccc(Cl)c2)c2ccccc21 | -0.85 | 0.38 | -78.6
Cc1ccc(C(=O)NC(=S)Nc2ccc3c(c2)OCCO3)c(C)c1 | -0.72 | -0.27 | -36.7
O=C1CCCc2oc3ccc(O)cc3c21 | 0.92 | 1.2 | -6.2
Cc1ccc(C(=O)C2CCN(CC(=O)N3CCN(c4ccc(F)cc4)CC3)CC2)cc1 | x | x | -66.7
CCNc1nc(Oc2ccccc2)nc(OC(C)C(=O)OCC)n1 (stereo not given) | 0.48 | 0.44 | 35.7
O=C(CN1CCCCCC1)N/N=C/c1cccs1 | 1.16 | -0.31 | x
Cn1cnc(S(=O)(=O)Nc2ccc(C(F)(F)F)cc2)c1 | -0.53 | -0.98 | 72.4
Cc1ccc(C(=O)NC(=S)Nc2cccc(NC(=O)c3ccccc3)c2)cc1[N+](=O)[O-] | -0.19 | 0.11 | 0.0
CC(=O)NS(=O)(=O)c1ccc(NC(=O)NC2CCCCC2)cc1 | 0.25 | -0.51 | 13.3
COc1ccc(CC(=O)Nc2ccc(-c3csc(C)n3)cc2)cc1 | -0.52 | -0.65 | -6.9
Cc1ccc(CN2C(=O)CCC2C(=O)NCc2ccc3c(c2)OCO3)cc1 (stereo not given) | -0.15 | -0.05 | 7.7
O=C(O)CCC(=O)Nc1ccccc1N1CCOCC1 | 1.32 | 1.74 | 54.5
CCN(CC)S(=O)(=O)c1cccc(-c2nnc(SCCOc3ccc(Cl)cc3)o2)c1 | -0.35 | -0.13 | x
O=C1CC(c2ccccc2)CC(O)=C1C=NCc1ccccc1 (stereo not given) | 0.85 | -0.11 | -12.5
CCN1CCc2c(sc(NC(=O)c3ccc(S(=O)(=O)N4CCOCC4)cc3)c2C(N)=O)C1 | -2.29 | -1.51 | 40.0
Cc1ccc(Nc2c(-c3ccco3)nc3nc(C)cc(C)n23)cc1 | x | x | -127.3
O=C(COC(=O)c1ccc(Br)o1)Nc1ccc(S(=O)(=O)N2CCCC2)cc1 | 0.03 | -0.8 | 5.0
CCN(CC)C(=O)C(=O)c1c(-c2ccccc2)[nH]c2ccccc12 | 0.76 | 0.48 | x
Cn1nc(C(=O)NCc2cccnc2)c2ccccc2c1=O | -0.03 | 0.67 | -224.1
CCOC(=O)c1c(Nc2ccc(Cl)cc2)sc(/C=C2\C=Nc3ccccc32)c1O | -0.34 | 1.08 | -50.0
Cc1cc(C(=O)CN2C(=O)NC3(CCCc4sccc43)C2=O)c(C)n1-c1ccccc1 (stereo not given) | -0.49 | 0.2 | 35.7
CCOc1ccc(N2C(=O)CC(SC(=NC)Nc3ccc(F)cc3)C2=O)cc1 (stereo not given) | -1.35 | 0.91 | 13.5
O=C(NC1CCCC1)C(c1ccccc1F)N(C(=O)c1ccco1)C1CCCC1 (stereo not given) | -1 | -0.55 | x
COC(=O)c1ccc(NC(=O)CSc2nnc(C(C)NC(=O)c3ccccc3Cl)n2C)cc1 (stereo not given) | 0.96 | 1.03 | 35.1
Cc1ccc(C(=O)COC(=O)c2cc(=O)[nH]c3ccccc23)cc1C | x | x | 28.6
CCN1CC=C2C(C#N)=C(N)C(C#N)(C#N)[C@H](c3ccoc3)[C@H]2C1 | 0.7 | -0.17 | -25.0
Cc1ccc2[nH]cc(CCNC(=O)CN3C(=O)c4ccccc4C3=O)c2c1 | -0.18 | -0.33 | 16.7
O=C(NC(Cc1c[nH]c2ccccc12)C(=O)N/N=C/c1ccc(Cl)cc1)c1cccs1 (stereo not given) | x | x | 17.6
COc1cc(NS(=O)(=O)c2ccc(C)cc2)c2ncccc2c1 | -0.86 | -1.43 | x
Cc1cccc(Cn2cc(SCC(=O)Nc3nccs3)c3ccccc32)c1 | -0.39 | 1.09 | x
CC(C)OC(=O)CC(=O)CSc1nc(-c2ccc(F)cc2)cc(-c2ccccc2)c1C#N | -0.88 | 0.66 | x
CCOc1nc(C)ccc1-c1noc(CC)n1 | 1.23 | 1.23 | 37.9
O=C(c1cccc(-c2nnc(-c3ccccc3)o2)c1)N1CCCCC1 | 0.48 | 1.17 | -2.9
COc1ccc(CC(=O)NNc2ncnc3c2cnn3-c2ccc(C)cc2)cc1 | 0.6 | 0.39 | x
COc1cccc(C(=O)NCC(=O)N/N=C(C)\C=C\c2ccccc2)c1 | x | x | 13.3
CC(C)NC(=O)c1ccccc1NC(=O)c1ccccc1N(C)S(C)(=O)=O | 0.6 | -0.49 | 0.0
CC1=Nn2c(nnc2-c2ccccc2)SC1 | 1.1 | 1.08 | -10.8

Remaining list, next part:
mol | SDO1 yeast rescue | SDO1 yeast rescue Rescue 24 h | Insulin prom inh
COc1ccc(CCNc2ccc(N3C(=O)CC(C)C3=O)cc2[N+](=O)[O-])cc1OC (stereo not given) | x | x | -21.4
Cc1ccc(S(=O)(=O)N(Cc2ccccc2)Cc2ccco2)cc1 | -0.15 | -0.44 | x
Cc1cc(N2CCCC2=O)c(N)cc1N | 0.63 | 0.4 | -4.0
COc1ccc(C(=O)/C=C/c2ccc(N3CCCCC3)c([N+](=O)[O-])c2)c(OC)c1 | 0.1 | -0.14 | x
Cc1cc(C)c(NC(=O)COC(=O)/C=C/c2cccs2)c(C)c1 | -0.76 | -0.6 | x
COCCCNC(=O)C1CCN(c2nc(C)cc(C)n2)CC1 | 0.28 | 0.86 | x
CCCN(CC(=O)Nc1ccc(Cl)cc1Cl)C(=O)/C=C/c1cccc([N+](=O)[O-])c1 | -0.29 | 0.16 | x
CN(C)CCN1C(=O)C(=O)/C(=C(/O)c2ccc(F)cc2)C1c1ccccc1F (stereo not given) | -0.6 | -1.06 | x
CC(c1ccco1)N(C(=O)C12CC3CC(CC(C3)C1)C2)c1ccccn1 (stereo not given) | -0.42 | 0.67 | x
CC1=NCCN1S(=O)(=O)c1ccccc1[N+](=O)[O-] | x | x | 57.1
COC(=O)c1ccc(C2/C(=C(\O)c3ccc(OC)c(C)c3)C(=O)C(=O)N2c2cc(C)on2)cc1 (stereo not given) | 1.26 | 1.21 | x
CCOC(=O)c1c(-c2cccc(N)c2)cn2ccccc12 | x | x | -38.9

A second format for 2 compounds above.
SDO1 yeast rescue	SDO1 yeast rescue Rescue 24 h	Insulin prom inh	Structure
x	x	-21.4	COc1ccc(CCNc2ccc(N3C(=O)CC(C)C3=O)cc2[N+](=O)[O-])cc1OC (stereo not given)
-0.6	-1.06	x	CN(C)CCN1C(=O)C(=O)/C(=C(/O)c2ccc(F)cc2)C1c1ccccc1F (stereo not given)

(list continues)
mol | SDO1 yeast rescue | SDO1 yeast rescue Rescue 24 h | Insulin prom inh
CCOc1ncccc1C(=O)NCc1cccc(OC)c1 | -0.07 | -0.48 | -6.9
Cc1ccc(NC(=O)c2snc3ccc(Cl)cc23)cc1C | -0.34 | -0.73 | -13.3
CCOC(=O)c1nnc(-c2ccccc2)nc1Sc1ccccc1Cl | -1.34 | -1.4 | -9.7
COc1ccc(Br)cc1C(=O)Nc1ccc(O)cc1 | -0.03 | 0.04 | -41.9
COc1ccc(/C=N/Nc2ncnc(Cl)c2N)cc1OC | 1.78 | 1.58 | -71.9
NC(=O)NC(c1ccccc1)c1ccccc1F (stereo not given) | 0.11 | 0.01 | -15.8
COC(=O)c1oc2nc(C)cc(C)c2c1N | 1.64 | 1.01 | 48.5
Cc1cc(C)c(S(C)(=O)=O)c(Oc2ccc(C(C)(C)C)cc2)n1 | 0.03 | 0.68 | 33.3
CCc1cccc2c(=O)c(C(=O)N3CCCCCC3)c[nH]c12 | 1.09 | 0.96 | 3.6
CCC(Cc1ccccc1)NC(=O)CN1C(=O)CSc2ncccc21 (stereo not given) | 1.22 | 1.06 | x
CC1(c2ccccc2)NC(=O)N(CC(=O)NC(=O)NC2CCCC2)C1=O (stereo not given) | 0.52 | 2.2 | x
N#Cc1c(N2C(=O)Nc3ccccc3N2O)sc2c1CCCC2 | x | x | 33.3
O=C(c1cccc(S(=O)(=O)N2CCOCC2)c1)N1CCN(c2ccc(F)cc2)CC1 | -0.25 | -0.72 | 7.0
CSc1nc(NCc2ccco2)c2ccccc2n1 | -1.6 | -1.36 | -20.8
COc1cc(C(=O)NCCc2ccc(S(N)(=O)=O)cc2)cc(OC)c1OC | 0.8 | 0.85 | x
COc1ccccc1N(C)S(=O)(=O)c1ccc(C(=O)NC(C)(C)C)cc1 | -0.53 | 0.07 | 18.8
Cc1c(N=Nc2ccc(O)cc2)c(=O)n(-c2ccccc2)n1C | x | x | 16.7
O=C(Nc1cccc2c1CCCC2)C1CCN(c2nnnn2-c2ccccc2)CC1 | -0.92 | -0.83 | -22.6
COc1ccc(N(CC(=O)N2CCN(C)CC2)S(=O)(=O)c2ccccc2)cc1OC | 0.56 | -0.21 | 40.0
Cc1ccccc1NC(=O)C1c2cccc[n+]2CC(=O)N1c1c(C)cccc1C (stereo not given) | -0.22 | -0.4 | -10.5
COc1ccc(C)cc1NC(=O)CN1CCN(c2ccc(F)cc2)CC1 | -1.7 | -0.96 | 57.1
Cc1ccc(S(=O)(=O)c2c(C)cc(C)nc2N2CCCC2)cc1 | x | x | -215.0
COc1cccc(N(CC(=O)NC(C)(C)C)C(=O)C2CSC(=O)C2)c1 (stereo not given) | -0.53 | -1.1 | -21.2
CCOc1ccc(NC(=O)/C(C#N)=C/c2ccc(N3CCCC3)c(C)c2)cc1 | 0.46 | 0.99 | x
Cc1ccc(C)c(NS(=O)(=O)c2c(C)ccc3nsnc23)c1 | -0.58 | -1.08 | -35.7
CCC(=O)N(CC(=O)Nc1sc(C)c(C)c1C(N)=O)C1CCCCC1 | 0.48 | 0.81 | 3.1
c1ccc2c(N3CCCCC3)nc(N3CCCC3)nc2c1 | -0.31 | -0.99 | 8.3
Cc1ccc(Cn2c(NCCc3ccccc3)nc3c2c(=O)n(C)c(=O)n3C)cc1 | -1.46 | -1.05 | -2.5
O=C(NC1CCN(Cc2ccccc2)CC1)C12CC3CC(CC(C3)C1)C2 | -2.37 | -0.02 | 3.5
CC(C)(C)NC(=O)CN(Cc1cccs1)C(=O)c1csnn1 | 0.58 | 0.66 | 25.0
CC(C)(C)N=C1SCC(C)(/C=N/O)S1 (stereo not given) | 0.11 | -0.65 | 30.0
CCOc1ccc(-c2nc(C#N)c(NC3CC3)o2)cc1 | -0.75 | -1.23 | x
COC(=O)c1ccc(N2CCN(S(=O)(=O)c3ccccc3)CC2)c([N+](=O)[O-])c1 | 0.12 | -0.16 | x
Cc1c(C(=O)c2cccc([N+](=O)[O-])c2)c2ccccn2c1CCC#N | -0.34 | -0.34 | -37.5

5 records drawn at random from those above, as already listed:
mol | SDO1 yeast rescue | SDO1 yeast rescue Rescue 24 h | Insulin prom inh
O=C(NC1CCN(Cc2ccccc2)CC1)C12CC3CC(CC(C3)C1)C2 | -2.37 | -0.02 | 3.5
Cc1ccc(C)c(NS(=O)(=O)c2c(C)ccc3nsnc23)c1 | -0.58 | -1.08 | -35.7
CCOc1ccc(-c2nc(C#N)c(NC3CC3)o2)cc1 | -0.75 | -1.23 | x
Cc1c(C(=O)c2cccc([N+](=O)[O-])c2)c2ccccn2c1CCC#N | -0.34 | -0.34 | -37.5
CC(C)(C)NC(=O)CN(Cc1cccs1)C(=O)c1csnn1 | 0.58 | 0.66 | 25.0

Screening results as filed in PubChem.
